Bioassay records from PubChem BioAssay.
FBA Mtb inh: Mtb FBA enzyme inhibitors, primary screen, biochemical, fluorescence, strain H37Rv | Fructose-bisphosphate aldolase (Mycobacterium tuberculosis (strain ATCC 25618 / H37Rv)), … | purified M. tuberculosis FBA, fluorescence read-out | inhibition, % at 1 µM | hit rate 2.3% among 360,000; in the data active = inhibition above about 27%;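 also: 0% = vehicle and 100% = reference inhibitor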
Target sequence (P9WQA3 whole entry, looked up): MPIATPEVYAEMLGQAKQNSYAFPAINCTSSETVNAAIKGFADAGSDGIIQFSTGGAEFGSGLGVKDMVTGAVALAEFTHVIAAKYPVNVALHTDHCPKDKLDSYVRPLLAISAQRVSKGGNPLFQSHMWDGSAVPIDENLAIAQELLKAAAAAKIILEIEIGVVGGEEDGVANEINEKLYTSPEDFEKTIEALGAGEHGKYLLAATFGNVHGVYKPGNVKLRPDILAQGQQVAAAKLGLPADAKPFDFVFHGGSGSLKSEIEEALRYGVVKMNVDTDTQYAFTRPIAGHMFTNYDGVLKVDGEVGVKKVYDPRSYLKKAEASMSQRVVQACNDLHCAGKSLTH
Mtb UGM inh: M. tuberculosis UGM enzyme inhibitors, primary screen, biochemical, fluorescence polarization, single point | purified UGM, fluorescence polarization probe displacement | inhibition, % at 10 µM | hit rate 0.06% among 320,000; in the data active = inhibition above about 10%, passing the limit was not always enough; inconclusive = no clear call, values can overlap the other calls
Target sequence (P9WIQ1 whole entry, looked up): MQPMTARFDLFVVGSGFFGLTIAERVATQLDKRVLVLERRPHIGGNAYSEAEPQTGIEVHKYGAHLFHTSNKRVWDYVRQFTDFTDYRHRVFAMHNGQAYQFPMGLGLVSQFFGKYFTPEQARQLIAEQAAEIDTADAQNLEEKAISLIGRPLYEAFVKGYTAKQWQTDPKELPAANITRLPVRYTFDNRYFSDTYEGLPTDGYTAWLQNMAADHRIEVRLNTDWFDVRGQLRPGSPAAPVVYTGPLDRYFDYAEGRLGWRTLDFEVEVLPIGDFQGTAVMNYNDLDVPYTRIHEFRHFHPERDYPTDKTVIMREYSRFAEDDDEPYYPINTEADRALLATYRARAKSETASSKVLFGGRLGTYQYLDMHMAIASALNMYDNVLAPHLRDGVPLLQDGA
PfHsp40 rescue: rescue of yeast from PfHsp40 toxicity, primary screen, S. cerevisiae, ATP luminescence. S. cerevisiae expressing PfHsp40, growth rescue. hit rate 0.68% among 340,000. growth rescue, % at 12.5 µM; in the data active = growth rescue above about 28%, passing the limit was not always enough; inconclusive = no clear call, values can overlap the other calls;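 also: yeast W303a lacking pdr1 and pdr3 grown in galactose medium; growth measured after three days at 30 °C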
Anthrax LF inh2: Bacillus anthracis LF protease inhibitors, primary screen, biochemical, multiplex microsphere, MLPCN library; Lethal factor (Bacillus anthracis), P15917; hit rate 0.12% among 360,000; multiplex microsphere protease cleavage assay; AID 588501, 2011; inhibition, % at 10 µM; also: plate controls were buffer without enzyme for full effect and enzyme alone for no effect
GDH-TPI counter: GDH-TPI coupling enzyme inhibitors, primary screen, artefact control for M. tuberculosis FBA inhibitor project, biochemical, absorbance, full deck | GDH-TPI coupled enzyme counterscreen, NADH absorbance | inhibition, % at 4.8 µM | hit rate 1.2% among 360,000; in the data active = inhibition above about 30%;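 also: 0% = DMSO wells and 100% = wells lacking the enzyme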
BoNT A protease: BoNT/A light chain protease inhibitors, primary screen, biochemical, flow cytometry, MLPCN library; Botulinum neurotoxin type A light chain protease (Clostridium botulinum A str. ATCC 3502); multiplex microsphere protease substrate cleavage; inhibition, % at 10 µM; hit rate 0.17% among 360,000; AID 588499, 2011; also: plate controls were buffer without enzyme for full effect and enzyme alone for no effect
FadD28 binding: inhibitors of FadD28 bisubstrate probe binding, primary screen, biochemical, fluorescence polarization, single point; inhibition, % at 12.5 µM; AID 588549, 2011; hit rate 0.22% among 360,000; in the data active = inhibition above about 8.5%, passing the limit was not always enough; inconclusive = no clear call, values can overlap the other calls
Mtb BioA inh: M. tuberculosis BioA enzyme inhibitors, primary screen, biochemical, plate reader, single point, HTS; 7,8-diaminopelargonic acid synthase BioA (Mycobacterium tuberculosis); purified M. tuberculosis BioA enzyme; inhibition, % at 9.99 µM; hit rate 0.096% among 360,000; in the data active = inhibition above about 40%; inconclusive = no clear call, values can overlap the other calls
BoNT F protease: BoNT/F light chain protease inhibitors, primary screen, biochemical, flow cytometry, MLPCN library; Multiplex microsphere protease cleavage assay; inhibition, % at 10 µM; hit rate 0.22% among 360,000; AID 588497, 2011; in the data active = inhibition above about 35%, passing the limit was not always enough; inconclusive = no clear call, values can overlap the other calls; also: plate controls were buffer without enzyme for full effect and enzyme alone for no effect
Active calls of the source: *; u = inconclusive; x = not tested or not shown. Rule as the data show it, unless noted: active = inhibition above about 30%; inconclusive = no clear call, values can overlap the other calls; inactive = below that.

Screens in order – Anthrax LF inh2 | FadD28 binding | GDH-TPI counter | Mtb BioA inh | Mtb UGM inh | BoNT F protease | BoNT A protease | PfHsp40 rescue | FBA Mtb inh
Cn1c(=O)c2cn(-c3ccc4c(c3)OCCO4)cc2n(C)c1=O
    -5 | -0.5 | 6 | 0.2 | 1.8 | -2 | -1.3 | -0.3 | 7
CCOc1ccc(S(=O)(=O)N2CCCCC2)cc1NC(=O)CN1C(=O)NC(C)(c2ccccc2)C1=O (configuration not stated)
    -1 | -3.9 | 4 | x | 0.6 | -12 | -3.4 | 0.3 | -1
CC(=O)OCC(=O)C1(O)CCC2C3CC(C)C4=CC(=O)C=CC4(C)C3C(O)CC21C (configuration not stated)
    -3 | -3.8 | 6 | 0.8 | x | 10 | 0.0 | x | -2
O=S(=O)(c1ccc(Br)c2ccccc12)N1CCCC1
    -11 | -0.7 | 1 | -1.0 | -0.6 | -13 | -1.8 | -1.2 | 1
N#Cc1cccc(-c2cn(S(=O)(=O)c3ccc(Cl)cc3)nc2N)c1
    -5 | -4.5 | -14 | 0.0 | 0.0 | -7 | -0.6 | -0.7 | -1
O=C(c1cnn2ccccc12)N(Cc1ccco1)C1CCCC1
    -2 | -0.8 | -10 | -1.1 | 2.2 | -6 | -0.5 | -0.8 | 1
COc1cccc(C(=O)Nc2ccc(NC(=O)C3CCCCC3C(=O)O)cc2)c1 (configuration not stated)
    -4 | -2.0 | 4 | -2.3 | -1.5 | 5 | 1.2 | -1.1 | 6
CCOCCCN(C(=O)c1snc(C(N)=O)c1N)C(C(=O)NC1CCCC1)c1ccc(O)c(OC)c1 (configuration not stated)
    -4 | -1.9 | 13 | -1.0 | 0.1 | 8 | -1.7 | 1.0 | 4
CCN1CCCC1CNC(=O)c1cn(C)c2ccc(S(=O)(=O)N3CCCCCC3)cc2c1=O (configuration not stated)
    -10 | -1.2 | 10 | 0.5 | x | 6 | -0.7 | 1.1 | 0
O=C(CSc1cnc2ccccc2n1)NC1CCCC1
    -2 | -1.4 | 15 | 1.2 | 0.1 | -4 | 0.1 | -0.8 | 3
COc1cccc(CNC(=O)C(NS(=O)(=O)c2ccc3c(c2)CCN3C(C)=O)C(C)C)c1 (configuration not stated)
    -3 | -0.6 | 17 | -2.0 | 2.1 | 2 | -0.7 | -0.8 | -1
COc1ccc(C(O)Cc2nccn2C)cc1 (configuration not stated)
    -4 | -2.6 | 7 | -0.2 | -0.4 | 2 | -0.2 | -0.6 | 0
Cc1ccc(-n2ncc3c(=O)n(CC#N)cnc32)cc1
    -1 | -0.8 | -11 | 5.1 | 3.5 | -2 | -0.3 | -0.1 | 1
CC(=O)Oc1cccc2c1C(=O)c1c(OC(C)=O)cc(C(=O)O)cc1C2=O
    -11 | 3.1 | 12 | -1.0 | -0.8 | -4 | -0.3 | 0.4 | -7
COc1ccc(C(=O)Oc2cc(C)[nH]c(=O)c2[N+](=O)[O-])c(OC)c1
    4 | -0.1 | 26 | 0.1 | -0.9 | -3 | -0.2 | 1.3 | 1
CCOC(=O)C1=C(C)NC(C)=C(C(=O)OCC)C1C(=O)OCC(=O)N1CCCCC1C (configuration not stated)
    -10 | -2.6 | 20 | 6.2 | 0.8 | 5 | 0.3 | -2.1 | 6
Cc1cc(C)c(S(=O)(=O)NCc2cn3c(C)csc3n2)cc1C
    6 | -1.3 | 13 | x | -2.0 | 5 | 0.5 | 1.1 | -1
Cc1cc(C(=O)Nc2ccccc2Cl)n(-c2ccccc2)n1
    -2 | -3.3 | -8 | 0.6 | 3.6 | 0 | -0.7 | 0.2 | -4
CCc1ccc(NS(=O)(=O)c2cccs2)cc1
    1 | 0.6 | 6 | 0.8 | 4.9 | -1 | 0.2 | 2.2 | 1
CCn1cc(C(=O)N(C)CC(OC)OC)c(=O)c2cc(S(=O)(=O)N3CCOCC3)ccc21
    -4 | -0.4 | 19 | -0.6 | 3.2 | -7 | -3.1 | -1.3 | -1
CCC(C)C(=O)Nc1ccc(OC)cc1OC (configuration not stated)
    -2 | -2.8 | 10 | -1.2 | -1.1 | -3 | 6.0 | -1.2 | 0
COc1ccc2c(c1)c(CCNNC(=O)C(C)(C)C)c(C)n2C(=O)c1ccc(Cl)cc1
    6 | -5.5 | 9 | -0.9 | -3.0 | -20 | -0.2 | -0.6 | 6
Cc1ccc(/C=N\NC(=O)Cn2nnc3ccccc32)o1
    10 | 0.5 | -3 | -0.3 | -0.2 | 4 | 0.8 | -1.9 | 1
CCOc1ccc(CCNC(=O)CCS(=O)(=O)c2ccc(Cl)cc2)cc1OCC
    -3 | -4.8 | 8 | -0.6 | -0.8 | -4 | -0.1 | -0.4 | 0
COC(=O)Nc1ccc(S(=O)(=O)N2CCCC(C(=O)Nc3cccnc3)C2)cc1 (configuration not stated)
    5 | -2.0 | -2 | -1.3 | -1.9 | 2 | -0.7 | -1.2 | -1
O=C(COc1coc(CN2CCN(c3ccccc3)CC2)cc1=O)Nc1ccc(F)cc1
    1 | -1.2 | 8 | -0.9 | 0.3 | -3 | 2.1 | 1.1 | 4
CC(C)(C)c1ccc(C(=O)C2CCCN(C3CCC3)C2)cc1 (configuration not stated)
    -5 | -2.1 | 2 | -2.7 | 2.0 | -3 | -0.3 | 0.8 | 2
O=C(O)c1ccc(/C=N\Nc2ccc(S(=O)(=O)N3CCOCC3)cc2[N+](=O)[O-])cc1
    -10 | -0.4 | 0 | -0.5 | -2.5 | 0 | -1.3 | -0.5 | 4
COc1ccc(S(=O)(=O)N(C)C)cc1NC(=O)CCNC(=O)c1ccco1
    6 | -2.4 | -7 | 0.9 | -4.7 | 41* | 0.5 | 0.0 | -6
Cc1ccc(-c2nnc(CSc3nc(C(C)C)nc4sc(C)c(C)c34)o2)cc1
    -11 | -1.2 | 8 | x | 0.2 | -4 | 0.1 | 1.7 | -1
CN1OC[C@@H]2CN(C(=O)C(C)(C)C)[C@H](c3ccc(-c4cccnc4)cc3)C[C@@H]21
    -12 | -2.0 | x | -0.9 | x | -3 | 0.3 | x | 3
CC(C)C(NC(=O)C1CCCCC1)C(=O)NC1CCCC(C)C1C (configuration not stated)
    -2 | -1.6 | 7 | -1.9 | -1.7 | 3 | -1.8 | 0.5 | 3
CCc1nn(CC(=O)NCCCN2CCOCC2)c(=O)c2cc3cc(F)ccc3n12
    1 | -3.9 | 6 | -0.1 | -1.2 | 6 | 2.7 | -1.1 | 11
CC(NC(=O)CNC(=O)c1ccc2c(c1)OCO2)c1ccc(S(N)(=O)=O)cc1 (configuration not stated)
    -3 | -3.9 | 0 | -0.3 | -0.1 | -1 | 0.0 | 0.4 | 1
O=C(c1ccco1)N1CCN(c2ncnc3c2nnn3Cc2ccccc2Cl)CC1
    -4 | 0.5 | -1 | 3.4 | 4.8 | 10 | -1.1 | 0.2 | 3
COc1ccc(CN2CCCC(C(=O)c3sccc3C)C2)cc1O (configuration not stated)
    -2 | -4.1 | -2 | x | 1.8 | -3 | -1.2 | -0.3 | -5
CCOC(=O)/C=C1\Nc2ccccc2SC1=O
    2 | -1.3 | -2 | -0.5 | -0.9 | -5 | -0.4 | 0.1 | -2
COc1ccc(OC)c(NC(=O)c2ccc(S(=O)(=O)N3CCN(C)CC3)cc2)c1
    -1 | -2.4 | 4 | 0.2 | -0.2 | -2 | 0.5 | 0.5 | -2
Cc1ccccc1OCc1nnc(SCC(=O)Nc2ccc3nc(SCC(=O)Nc4ccccc4)sc3c2)n1C
    0 | -2.0 | 15 | x | x | -8 | -0.8 | 0.4 | 1
COCCNC(=S)N1CCC(Cc2ccccc2)CC1
    -10 | -2.6 | -8 | x | 2.9 | 0 | -0.4 | 0.5 | 0
COc1ccc(COC(=O)CCN=C2NS(=O)(=O)c3ccccc32)cc1F
    -3 | -2.9 | -2 | x | 0.7 | -6 | -1.0 | -0.2 | -2
CSc1nsc(SCC(=O)Nc2ccc(F)cc2)n1
    -7 | -3.3 | 5 | 4.0 | -0.5 | 8 | -2.7 | -1.9 | 5
COC(=O)[C@]1(C)N[C@H](CN(C)C(=O)C2CCCCC2)[C@@H]2C(=O)N(C)C(=O)[C@@H]21
    -6 | -1.5 | 5 | -1.1 | x | -4 | -0.5 | 2.9 | 4
O=C(CNCCc1ccc(F)cc1)Nc1cc(F)ccc1F
    1 | x | -2 | 0.7 | 0.1 | u | -0.9 | 0.6 | 1
Cc1cccc(N(CC(=O)N2CCN(c3ccccc3F)CC2)S(C)(=O)=O)c1
    1 | 0.0 | -2 | 1.9 | 0.6 | 3 | 0.8 | 0.0 | 2
O=C1OCC(CC2=C(O)C(=O)OC2)=C1O
    -12 | 0.3 | 3 | 1.2 | x | -10 | -0.8 | 1.0 | -1
O=C(CNC(=O)c1ccccc1Cl)Nc1ccc(Br)cc1C(=O)c1ccccc1
    3 | -3.9 | -8 | x | 2.4 | 1 | 0.1 | -0.7 | -8
CCOC(=O)C1=C(COC(=O)/C=C/c2ccccc2)NC(=O)NC1C (configuration not stated)
    u | -4.5 | -4 | 0.5 | -1.1 | 2 | 2.5 | -1.5 | -4
Cc1oc(-c2cccs2)nc1CS(=O)CC(=O)NCCc1ccccc1 (configuration not stated)
    -9 | -1.3 | 0 | 3.6 | 2.2 | -10 | -0.1 | -0.9 | 7

Some of the entries above in a different format.
mol | Anthrax LF inh2 | FadD28 binding | GDH-TPI counter | Mtb BioA inh | Mtb UGM inh | BoNT F protease | BoNT A protease | PfHsp40 rescue | FBA Mtb inh
COc1ccc(COC(=O)CCN=C2NS(=O)(=O)c3ccccc32)cc1F | -3 | -2.9 | -2 | x | 0.7 | -6 | -1.0 | -0.2 | -2
CSc1nsc(SCC(=O)Nc2ccc(F)cc2)n1 | -7 | -3.3 | 5 | 4.0 | -0.5 | 8 | -2.7 | -1.9 | 5
COC(=O)[C@]1(C)N[C@H](CN(C)C(=O)C2CCCCC2)[C@@H]2C(=O)N(C)C(=O)[C@@H]21 | -6 | -1.5 | 5 | -1.1 | x | -4 | -0.5 | 2.9 | 4
O=C(CNCCc1ccc(F)cc1)Nc1cc(F)ccc1F | 1 | x | -2 | 0.7 | 0.1 | u | -0.9 | 0.6 | 1
Cc1cccc(N(CC(=O)N2CCN(c3ccccc3F)CC2)S(C)(=O)=O)c1 | 1 | 0.0 | -2 | 1.9 | 0.6 | 3 | 0.8 | 0.0 | 2
O=C1OCC(CC2=C(O)C(=O)OC2)=C1O | -12 | 0.3 | 3 | 1.2 | x | -10 | -0.8 | 1.0 | -1
O=C(CNC(=O)c1ccccc1Cl)Nc1ccc(Br)cc1C(=O)c1ccccc1 | 3 | -3.9 | -8 | x | 2.4 | 1 | 0.1 | -0.7 | -8
CCOC(=O)C1=C(COC(=O)/C=C/c2ccccc2)NC(=O)NC1C (configuration not stated) | u | -4.5 | -4 | 0.5 | -1.1 | 2 | 2.5 | -1.5 | -4
Cc1oc(-c2cccs2)nc1CS(=O)CC(=O)NCCc1ccccc1 (configuration not stated) | -9 | -1.3 | 0 | 3.6 | 2.2 | -10 | -0.1 | -0.9 | 7
